Screening results as filed in PubChem.
PG9 Ab binder = PG9 antibody binding by small molecule. TR-FRET gp120-PG9 antibody binding. AID 624416. hit rate 0.43% among 360,000. inhibition, % at 6.7 µM; in the data active = inhibition above about 8.5%
PRMT1 FP inh = PRMT1 (human) inhibition, primary screen | recombinant PRMT1, activity-based probe fluorescence polarization | inhibition, % at 2.79 µM | hit rate 1.3% among 370,000 | AID 652257;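 active = inhibition above about 21% made by adding two undisclosed values, limit read from the data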
UHRF1 MBD2 ctr = blocks human UHRF1 binding to methylated DNA; inhibition, % at 4.4 µM; UHRF1 binding to methylated oligo, TR-FRET; hit rate 0.75% among 370,000; Q96T88; AID 687016; in the data active = inhibition above about 21%;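 note: UHRF1 SRA domain binding a hemimethylated CpG hairpin DNA probe; 0% = median of test compound wells and 100% = reference inhibitor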
Tn7 DDE FP = inhibitors of Tn7 peptide binding to human fibrin DD(E). inhibition, % at 8.3 µM. FP displacement of FITC-Tn7 peptide from fibrin DD(E); 0% = median of compound wells per plate. hit rate 0.13% among 370,000;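 active = inhibition above the mean of compounds falling within the control limits plus 3 SD of them, cut at about 14% in these data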;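 note: 0% = plate median of compound wells and 100% = 10 µM Aha-Tn7 peptide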
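system = human fibrin DD(E) protein | quantity = DD(E) 2 µM final | medium = Tris/NaCl/CaCl2 buffer, pH 7.8 | also added = labelled Tn7 tracer, 0.1 µM | compound dosing = single point at 8.3 µM | timing = compound with protein 10 min, then 3 h after probe, room temperature | signal = FP measurement | benchmarks = Aha-Tn7 high control | repeats = one replicate per compound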
TCR-CD3 inh = blocks the human TCR-CD3 interaction; TAMRA-labeled TCR probe fluorescence, biochemical; hit rate 0.37% among 360,000; inhibition, % at 9.4 µM; in the data active = inhibition above about 19%;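 note: recombinant mutant TCR 2C K166C tagged with TAMRA read by polarization; 0% = receptor in buffer alone and 100% = receptor with positive control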
LEDGF integ inh = blocks HIV-1 LEDGF/p75-dependent DNA integration | TR-FRET IN-LEDGF/p75 DNA integration, Eu/Cy5 | inhibition, % at 3.7 µM | hit rate 0.64% among 370,000;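 active = inhibition above the screen-wide mean plus 3 SD, cut at about 13% in these data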;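 note: signal is the Cy5 over europium emission ratio at 671 and 618 nm; 0% = plate median of compound wells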
TDP2 absorb = TDP2 (human) inhibition, absorbance primary screen; AID 720702; inhibition, % at 12.8 µM; recombinant TDP2, T5PNP hydrolysis, p-nitrophenol absorbance 415 nm; hit rate 0.34% among 370,000; O95551;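 active = inhibition above the mean of all tested compounds plus 3 SD, set per campaign, cut at about 25% in these data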;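 note: 0% = DMSO with enzyme and 100% = buffer with substrate but no TDP2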
Target sequence (O95551 whole entry, looked up): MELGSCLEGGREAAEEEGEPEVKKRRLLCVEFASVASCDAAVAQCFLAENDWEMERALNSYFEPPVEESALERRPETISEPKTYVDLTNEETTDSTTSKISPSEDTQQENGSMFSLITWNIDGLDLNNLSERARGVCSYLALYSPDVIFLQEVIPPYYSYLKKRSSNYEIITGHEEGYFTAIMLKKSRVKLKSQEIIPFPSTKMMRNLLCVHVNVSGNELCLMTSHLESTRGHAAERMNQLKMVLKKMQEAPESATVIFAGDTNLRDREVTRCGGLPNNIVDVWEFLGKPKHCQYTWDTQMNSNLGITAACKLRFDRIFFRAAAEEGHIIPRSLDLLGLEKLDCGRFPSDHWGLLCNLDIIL
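Assay system: Recombinant human TDP2 | Quantity: 120 nM TDP2 per well | Incubation: 2 h at 37 °C | Signal: Epi absorbance | Evaluation: Percent inhibition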
SIAE primary = blocks human sialic acid acetylesterase; SIAE FP-Rh probe binding, fluorescence polarization; inhibition, % at 9.66 µM; hit rate 0.69% among 370,000;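 active = inhibition above a cutoff: mean of compounds within the control limits plus 3 SD of those, cut at about 17% in these data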;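 note: 0% = plate median of compound wells and 100% = probe without SIAE protein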
Target sequence (Q9HAT2 whole entry, looked up): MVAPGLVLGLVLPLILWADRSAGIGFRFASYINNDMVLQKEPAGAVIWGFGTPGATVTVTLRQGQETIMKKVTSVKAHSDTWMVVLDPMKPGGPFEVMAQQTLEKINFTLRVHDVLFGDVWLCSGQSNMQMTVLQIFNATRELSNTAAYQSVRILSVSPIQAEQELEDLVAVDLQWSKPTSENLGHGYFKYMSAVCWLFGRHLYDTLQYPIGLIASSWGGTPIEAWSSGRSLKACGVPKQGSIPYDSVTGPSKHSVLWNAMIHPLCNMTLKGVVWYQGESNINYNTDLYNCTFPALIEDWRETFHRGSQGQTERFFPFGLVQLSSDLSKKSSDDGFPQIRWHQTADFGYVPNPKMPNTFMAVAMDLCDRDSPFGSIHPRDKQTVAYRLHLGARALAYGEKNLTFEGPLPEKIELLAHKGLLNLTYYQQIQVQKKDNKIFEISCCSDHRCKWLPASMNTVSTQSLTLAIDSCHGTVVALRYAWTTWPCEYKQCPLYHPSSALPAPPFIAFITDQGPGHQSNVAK
mABHD4 FP = ABHD4 (mouse) inhibition, primary FP screen. Q8VD66. purified mABHD4, FP-Rh probe fluorescence polarization. inhibition, % at 8.92 µM. hit rate 0.54% among 370,000;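 active = inhibition exceeding the mean over every tested compound plus 3 SD, cut at about 30% in these data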;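 note: 0% = plate median of compound wells and 100% = S159A mutant with DMSO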
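System: mouse ABHD4 enzyme, wild type / Medium: HEPES pH 7.0, NaCl, Pluronic buffer / Reagent: FP-Rh activity-based fluorescent probe / Control set: S159A mutant high control, sample median low control / Detection: fluorescence polarization with parallel and perpendicular emission, 525/598 nm / Schedule: 45 min + 60 min at 25 °C / Compound dosing: 8.92 µM, single dose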
HTRA1 inh = HTRA1 (human) protease inhibition; recombinant HTRA1, FP-rhodamine activity-based probe, fluorescence polarization; hit rate 0.5% among 340,000; Q92743; inhibition, % at 5.96 µM; in the data active = inhibition above about 36%;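 note: 0% = enzyme with DMSO and 100% = wells lacking enzyme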
An asterisk follows results filed as active; · = not tested or not shown.

PRMT1 FP inh	UHRF1 MBD2 ctr	PG9 Ab binder	Tn7 DDE FP	HTRA1 inh	TDP2 absorb	TCR-CD3 inh	mABHD4 FP	LEDGF integ inh	SIAE primary	molecule
1	-1	2.1	3	-4	10	-7	-6	4	-4	N/C(Cc1ccc(Cl)cc1)=N\OC(=O)c1ccccc1
-2	-1	-2.1	-3	0	-11	6	-2	1	0	O=C(NNC(=O)C1CCN(S(=O)(=O)c2cccc(Cl)c2)CC1)C1CC1
0	1	-3.3	-2	3	-1	-2	5	-5	6	Cc1nc2ccccn2c1C(=O)NNC(=O)Nc1ccccc1
12	3	-0.2	-2	-3	-12	3	-2	0	-5	COc1ccc(CN(C(=O)Cc2cccs2)C(C(=O)NC2CCCC2)c2ccncc2)cc1 (centres undefined)
0	-3	-3.4	1	-36	12	2	-4	3	0	CCn1nc(NC(=O)c2ccccc2)c2cc3cccc(C)c3nc21
-4	0	-1.4	-8	11	-7	4	4	0	-7	O=S(=O)(Nc1cc(S(=O)(=O)N2CCOCC2)ccc1N1CCOCC1)c1ccc2c(c1)OCCO2
1	3	-0.9	-2	1	0	-1	2	-4	0	CCCCOc1ccc(C(=O)NCC(=O)OCC(=O)c2c(N)n(C)c(=O)n(C)c2=O)cc1
4	4	-0.2	-3	5	-2	-5	0	-4	3	O=C(Cn1nnc2ccccc21)Nc1ccccc1[N+](=O)[O-]
3	0	-0.4	10	2	-5	-9	3	-5	0	CCN1CCN(c2nc(C)c3c(n2)CC(C)CC3=O)CC1 (centres undefined)
0	-1	1.2	4	6	-1	7	0	0	1	CCOC(=O)N1CCC(NC(=O)C2CCCN(C(=O)c3cc4sccc4n3C)C2)CC1 (centres undefined)
0	-3	-0.5	7	2	9	9	0	1	-2	N#Cc1cc([N+](=O)[O-])ccc1NCCc1ccccn1
3	0	-0.9	0	11	-5	2	1	0	-5	CCCCn1c(N)c(N(CCOC)C(=O)CSc2nnc(C)n2-c2ccc(OC)cc2)c(=O)[nH]c1=O
5	4	1.0	3	0	-4	-8	-5	2	-4	O=C(NCc1ccccc1Cl)C1CCN(S(=O)(=O)N2CCOCC2)CC1
1	-2	-1.5	-4	1	7	2	5	-4	-6	Brc1ccc(-c2nc(-c3ccncc3)no2)cc1
4	23*	0.3	-1	-29	1	-3	-2	-4	-10	CC(NC(=O)CCc1nnc(-c2ccc(-c3ccccc3)cc2)o1)c1nc2ccccc2[nH]1 (centres undefined)
1	1	·	2	·	-1	·	2	-4	1	O=C(c1ccccc1Cl)N1CCC(Oc2cccnc2)CC1
2	2	1.9	5	-7	-3	-9	-8	3	4	O=C(NCCC1=CCCCC1)c1ccc(Cl)c([N+](=O)[O-])c1
4	-3	-1.2	-1	·	-2	1	-18	0	-5	CC(C)Cc1ccc(-c2cc3nc(NCCc4ccc(S(N)(=O)=O)cc4)ccn3n2)cc1
0	3	-0.2	-6	-1	-2	0	2	-7	0	CCOC(=O)Cn1nc(C)c(NC(=O)COc2ccc(OC)cc2)c1C
3	2	-0.9	-3	-7	-8	-3	7	-6	0	COC(=O)[C@@H](NC(=O)c1cc(COc2cncc(Cl)c2)on1)c1ccccc1

Brought forward from above: three entries, followed by the next part.
PRMT1 FP inh	UHRF1 MBD2 ctr	PG9 Ab binder	Tn7 DDE FP	HTRA1 inh	TDP2 absorb	TCR-CD3 inh	mABHD4 FP	LEDGF integ inh	SIAE primary	molecule
4	-3	-1.2	-1	·	-2	1	-18	0	-5	CC(C)Cc1ccc(-c2cc3nc(NCCc4ccc(S(N)(=O)=O)cc4)ccn3n2)cc1
0	3	-0.2	-6	-1	-2	0	2	-7	0	CCOC(=O)Cn1nc(C)c(NC(=O)COc2ccc(OC)cc2)c1C
3	2	-0.9	-3	-7	-8	-3	7	-6	0	COC(=O)[C@@H](NC(=O)c1cc(COc2cncc(Cl)c2)on1)c1ccccc1
6	-3	-0.5	5	2	6	6	-1	-1	3	Cc1cc(OCCCC(=O)NCCN2C(=O)S/C(=C\c3cccnc3)C2=O)ccc1Cl
0	-1	1.1	-3	7	4	5	2	0	1	CCN(CC(=O)Nc1ccc2c(c1)OCCO2)C(=O)c1ccc(C(F)(F)F)cc1
-1	-3	0.5	8	-1	10	7	1	2	-7	CC1CC(C)CN(S(=O)(=O)c2cccc3cccnc23)C1 (centres undefined)
-2	-2	1.4	-1	·	8	-6	-2	2	4	CCn1c2c(c(=N)c3c1CCC3)CCCC2
-4	-2	-0.3	-7	-6	13	7	2	3	0	COc1ccc(CCNC(=O)COc2ccc(N(C)S(=O)(=O)c3ccc(C)cc3)cc2)cc1OC
-2	-2	-0.1	-8	-2	-1	0	-3	1	-1	O=C(OCc1ccc(Cl)cc1Cl)c1ccncc1
1	0	-3.8	-4	13	-9	0	14	0	8	Oc1ccc(N=Nc2n[nH]c(-c3ccc(Cl)cc3)n2)cc1
0	1	-1.1	8	·	-2	-1	14	-3	1	CCc1nc2ccc(C(=O)NC3CCN(Cc4ccccc4)CC3)cn2c1N(CC)Cc1cccc(Br)c1
-3	0	-0.6	2	-1	1	12	-2	1	5	CC(=O)Nc1sc2c(c1C#N)CCCCC2
0	-2	-0.9	0	10	-9	10	25	-2	-10	O=C(O)c1ccc(N=N/C(=N\Nc2ccc(C(=O)O)cc2)c2ccccc2)cc1
11	0	-0.8	0	6	11	2	0	2	7	CCOc1ccc(S(=O)(=O)N2CCOCC2)cc1NC(=O)CSC(=S)N1CCCC1
-6	2	-0.9	-5	-8	-9	7	0	-3	0	O=C(OCCCN=C1NS(=O)(=O)c2ccccc21)c1cccs1
-1	-8	-0.6	-2	8	1	1	-12	-3	4	Cc1oc2c(c(C)cc3oc(=O)c(CC(=O)NCCC(=O)O)c(C)c32)c1C
-4	-3	1.3	2	6	2	-2	-5	1	8	O=C1CCCc2nc(N3CCc4ccccc43)ncc21
3	1	-0.3	-2	7	1	-2	3	-3	0	COC(=O)c1ccc(C2/C(=C(\O)c3cccc(OC)c3)C(=O)C(=O)N2CCCN(C)C)cc1 (centres undefined)
-4	-2	-2.7	-5	·	3	13	-5	1	5	COc1ccc(NC(=O)N(C)[C@H]2C[C@H]3c4[nH]c5c(-c6ccccc6)cccc5c4CCN3C(=O)[C@H]2[C@H](C)O)cc1
1	6	0.1	4	3	6	0	0	2	-2	O=C(CN1C(=O)CCS(=O)(=O)c2ccccc21)Nc1cccc(F)c1
6	-4	1.0	3	-1	-14	10	-9	5	-5	CCOC(=O)c1ccc(NS(=O)(=O)c2ccc3[nH]c(=O)[nH]c3c2)cc1
-3	-3	0.3	-1	-6	-14	2	-7	-1	-1	CCCNCC(O)Cn1c2ccccc2n2c(=O)cc(C)c(C#N)c12 (centres undefined)
5	1	0.3	-3	0	-4	1	2	0	-1	O=C(NCC(O)c1ccc2ccccc2c1)c1c(F)cccc1F (centres undefined)
1	0	·	-6	·	-4	·	19	0	3	CN[C@H]1C[C@H]2c3[nH]c4c(-c5ccc6c(c5)OCO6)cccc4c3CCN2C[C@H]1[C@H](C)O
0	20	-0.6	2	-3	-8	-3	-1	-1	3	Cc1ccc(S(=O)(=O)N(C)C)cc1NC(=O)CN1C(=O)NC2(CCCc3ccccc32)C1=O (centres undefined)
-7	0	-0.4	-4	-13	-12	2	0	2	-4	CCc1ccc(NC(=O)CSc2nc3ccccc3c(=O)n2CCCN2CCC(C)CC2)cc1
0	-2	-1.3	0	-23	-1	-3	-11	-4	-3	CCO[C@@H]1OC(C(=O)NCc2ccccc2)=C[C@H](c2ccc(C(F)(F)F)cc2)[C@H]1CCCO
24*	-1	-1.2	-6	0	2	6	-2	0	-5	Cc1oc(-c2ccccc2F)nc1CSCC(=O)NC1CCCC1
-1	6	-1.1	-3	-8	-10	-6	-3	1	-2	O=C(Oc1cccnc1)c1ccco1
-6	-1	2.0	6	-6	-17	-1	-3	5	-5	COc1cc(C(=O)NC(CCSC)C(=O)OCC(=O)C(C)(C)C)cc(OC)c1OC (centres undefined)
3	7	0.4	-7	2	-16	0	-6	-7	2	CCOc1ccc(S(=O)(=O)N(CC)CC(=O)NCc2cccnc2)cc1
2	0	-4.7	-3	6	-3	-7	-6	3	13	CCOc1ccc(-c2[nH]ncc2-c2csc(C)n2)c(O)c1
-1	5	-0.3	-1	0	-2	-2	2	1	-3	O=C(c1ccc(OC2CCN(Cc3ccc(C(F)(F)F)cc3)CC2)cc1)N1CCCCC1
2	2	1.2	-3	5	2	-3	1	-4	5	CC(=O)NCCc1ccc(C(=O)COC(=O)c2ccco2)cc1
5	0	-0.9	-1	5	1	3	3	4	4	CN(C1CC(C)(C)N(O)C(C)(C)C1)S(=O)(=O)CC12CCC(CC1=O)C2(C)C (centres undefined)
-1	3	0.3	-1	-1	3	-4	2	3	-7	COc1ccc(-c2nnc(SCC(=O)NC3CC3)o2)cc1
1	7	-2.2	1	0	12	-5	3	2	3	c1ccc(CN2CCN(CCN3CCn4c3nc3ccccc34)CC2)cc1
-6	1	-1.6	-5	-3	-2	2	-5	0	3	Cc1cc(C)n2nc(CC#N)c(C#N)c2n1
